# Screening results: PubChem BioAssay, several laboratories
# Neddylation inh: inhibitors of cullin neddylation, primary screen, biochemical, TR-FRET, uHTS, NAE and Ubc12. AID 651699, 2012. hit rate 0.58% among 360,000. NEDD8-conjugating enzyme Ubc12 (Homo sapiens) + NEDD8-activating enzyme E1 regulatory …. calls only at 25 µM; in the data active = inhibition above about 36%
# Rin1-Abl PPI inh: inhibitors of Rin1-Abl protein binding, primary screen, biochemical, TR-FRET; Tyrosine-protein kinase ABL1 (Homo sapiens) + Ras and Rab interactor 1 (Homo sapiens), …; inhibition, % at 7.35 µM; hit rate 0.4% among 360,000; AID 588664, 2011; in the data active = inhibition above about 5%, passing the limit was not always enough
# MT1-MMP act inh: blockers of MT1-MMP proenzyme processing, primary screen, HT1080 RFP-PRO-GFP cells, GFP/RFP fluorescence | Matrix metalloproteinase-14 (Homo sapiens), P50281 | GFP/RFP ratio fluorescence, overnight; percent of plate control window, DMSO zero | GFP/RFP ratio change, % at 20 µM | hit rate 0.061% among 360,000;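 active = GFP/RFP ratio change of at least 30% with cell ATP level not reduced by more than half and red fluorescence within 50% of control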; note: strong numbers were not always called active
#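 Assay system: RFP-PRO-GFP reporter HT1080 cells; read-out basis: GFP/RFP fluorescence ratio; benchmarks: DMSO wells and RFP-L50D-GFP cells; doses: 20 µM single dose, 1% DMSO; schedule: overnight cell settling, then overnight compound exposure, 37 °C, 5% CO2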
# CSN inh: inhibitors of CSN-mediated cullin deneddylation, primary screen, biochemical, fluorescence polarization, uHTS; COP9 signalosome complex subunit 5 (Homo sapiens), Q92905; Purified CSN, SCF-Nedd8-OG deneddylation; inhibition, % at 12.5 µM; hit rate 0.38% among 360,000; AID 651999, 2013;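 active = pattern-corrected inhibition above about 35%, with an unprinted fluorescence ratio check between 0.5 and 1.5, limit read from the data, passing the limit was not always enough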;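 note: 0% = enzyme with substrate and 100% = substrate without enzyme; some results filed as inactive read as strong as hits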
#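 Assay system: HEK293T-derived human Csn5 enzyme; quantity: 0.24 nM enzyme; medium: Tris/NaCl/DTT buffer, pH 7.5; also added: substrate SCFSkp2-Nedd8OG, 10 nM; doses: 12.5 µM compound; schedule: 90 min reaction at room temperature; signal: FP; read-out: % inhibition of substrate cleavage by Csn5; benchmarks: substrate-only high control, full reaction low control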
# FAS-TE inh: FAS thioesterase domain inhibitors, primary screen, biochemical, fluorescence intensity, uHTS. Fatty acid synthase (Homo sapiens), P49327. recombinant FAS-TE, OMFH fluorogenic substrate, fluorescence endpoint. inhibition, % at 15 µM. hit rate 0.67% among 360,000;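 active = compounds whose normalised, plate-corrected inhibition of enzyme fluorescence in the single-dose primary screen is 50% or more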;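 note: 0% = DMSO with enzyme and 100% = substrate without enzyme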
# Rpn11 block: Rpn11 (PSMD14) deubiquitinase inhibitors, primary screen, biochemical, fluorescence polarization, uHTS | 26S proteasome non-ATPase regulatory subunit 14 (Homo sapiens), O00487 | human 26S proteasome, Ub4-pepOG fluorescence polarization; 20S core pre-blocked with epoxomicin | calls only at 20 µM | hit rate 0.59% among 360,000;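 active = inhibition at 20 µM, scaled to each plate's controls, above about 33%, limit read from the data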
# Target sequence (O00487 whole entry, looked up): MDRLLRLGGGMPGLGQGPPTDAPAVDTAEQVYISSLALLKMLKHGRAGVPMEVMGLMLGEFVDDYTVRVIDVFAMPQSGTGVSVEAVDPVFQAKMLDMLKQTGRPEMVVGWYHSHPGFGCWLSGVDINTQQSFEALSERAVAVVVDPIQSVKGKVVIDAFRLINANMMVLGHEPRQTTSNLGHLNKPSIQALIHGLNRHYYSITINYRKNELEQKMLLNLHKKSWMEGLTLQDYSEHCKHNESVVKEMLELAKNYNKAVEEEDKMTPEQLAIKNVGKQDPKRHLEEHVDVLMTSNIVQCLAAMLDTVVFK
# NadD inh: inhibitors of S. aureus NadD, primary screen, biochemical, colorimetric, uHTS. inhibition, % at 20 µM. purified NadD enzyme, colorimetric absorbance read-out. Nicotinate-nucleotide adenylyltransferase NadD (Staphylococcus aureus N315). AID 602399, 2012. hit rate 0.78% among 360,000; in the data active = inhibition above about 26%; note: some compounds past the cut are filed as inactive
# SKN-1 block: suppressors of acrylamide-induced Pgst-4::GFP reporter in worms, primary screen, SKN-1 inhibitor project, whole organism, uHTS, GFP/RFP fluorescence ratio, strain VP596. AID 624304, 2012. hit rate 0.49% among 360,000. inhibition, % at 21.8 µM. C. elegans VP596 Pgst-4::GFP/RFP ratio, 24 h;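 active = interference check ratio from 0.5 to 1.5 plus GFP to RFP signal ratio inhibition reaching or exceeding a fixed threshold, cut at about 30% in these data, passing the limit was not always enough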; note: some compounds called inactive have numbers as strong as hits
# MLLE-PAM2 inh: inhibitors of PABP1 MLLE–PAM2 peptide binding, primary screen, biochemical, fluorescence polarization, FITC-PAM2, GST-MLLE; inhibition, % at 20 µM; AID 588489, 2011; hit rate 0.36% among 360,000; Polyadenylate-binding protein 1 (Homo sapiens), P11940; in the data active = inhibition above about 35%, passing the limit was not always enough;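 note: plate controls were DMSO wells with GST-MLLE for no effect and wells lacking GST-MLLE protein for full effect; some results filed as inactive read as strong as hits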
# Target sequence (P11940 whole entry, looked up): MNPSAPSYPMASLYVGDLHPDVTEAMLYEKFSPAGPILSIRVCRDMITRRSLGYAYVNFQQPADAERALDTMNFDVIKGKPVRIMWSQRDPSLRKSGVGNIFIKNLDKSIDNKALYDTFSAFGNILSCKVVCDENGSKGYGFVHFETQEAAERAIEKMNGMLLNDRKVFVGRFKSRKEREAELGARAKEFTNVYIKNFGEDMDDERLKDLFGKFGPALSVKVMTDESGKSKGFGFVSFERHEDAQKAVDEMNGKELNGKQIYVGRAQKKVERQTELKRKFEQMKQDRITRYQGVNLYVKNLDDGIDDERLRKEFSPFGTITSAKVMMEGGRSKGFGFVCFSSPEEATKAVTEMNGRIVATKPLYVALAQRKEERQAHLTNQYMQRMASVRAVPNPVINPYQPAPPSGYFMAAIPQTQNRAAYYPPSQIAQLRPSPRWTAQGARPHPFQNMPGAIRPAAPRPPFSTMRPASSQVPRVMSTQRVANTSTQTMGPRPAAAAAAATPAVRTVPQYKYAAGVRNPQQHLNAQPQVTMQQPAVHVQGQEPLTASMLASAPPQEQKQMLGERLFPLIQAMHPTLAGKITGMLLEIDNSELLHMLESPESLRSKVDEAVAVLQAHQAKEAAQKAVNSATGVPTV
# * = called active by the depositor; i = inactive; . = no result given. Random draw from the library; overall some 3.9% were active at least once.
structure,Neddylation inh,Rin1-Abl PPI inh,MT1-MMP act inh,CSN inh,FAS-TE inh,Rpn11 block,NadD inh,SKN-1 block,MLLE-PAM2 inh
CCOC(=O)c1cc(CC)sc1NC(=O)c1ccc(N2C(=O)CCC2=O)cc1,i,4,2,0,15,i,-15,-4,-4
CC(=O)c1cccc(OCC(O)CNCC2COc3ccccc3O2)c1 (configuration not stated),i,1,-6,0,2,i,-8,10,-2
Cc1ccc([C@H]2C[C@H](n3cc(-c4ccc(F)cc4)nn3)[C@@H](O)CN2CC2CCCCC2)cc1,i,-1,-3,0,16,i,6,-1,-6
COc1ccc(C(CNS(=O)(=O)c2ccccc2)N2CCN(C)CC2)cc1 (configuration not stated),i,2,-2,1,-6,i,-3,4,9
CN(C)/C=N/NC(=O)C1Cc2c(ccc3ccccc23)O1 (configuration not stated),i,-4,2,-4,-6,i,-4,10,15
CCCCC(=O)Nc1nnc(S(=O)(=O)N2CCCCCC2)s1,i,0,-2,-6,-6,i,-2,4,-7
c1ccc2c(c1)CSc1sccc1C2=C1CCNCC1,i,-1,-13,10,-4,i,20,2,-3
COc1ccc(S(=O)(=O)N2CCCN(S(=O)(=O)c3ccc(OC)cc3C)CC2)c(C)c1,i,1,-8,4,28,i,-5,11,-15
CCCc1ccc(OCC(O)CN2CCN(C(=O)OCC)CC2)cc1 (configuration not stated),i,0,-1,-3,-2,i,-7,-1,9
O=c1c2c(-c3ccc([N+](=O)[O-])cc3)csc2nc2n1CCC2,i,2,1,1,-2,i,5,32,11
CCC(C)(c1ccc(C(=O)OC)s1)c1ccc(C(=O)OC)s1,i,-5,1,-4,30,i,-1,12,-3
CC(C)C[C@H](NC(=O)N1CC(=O)Nc2ccccc21)C(=O)N[C@H](Cc1c[nH]c2ccccc12)C(=O)O,i,0,3,2,-4,i,1,1,-4
CC(C)OCCCNC(=O)CN1C(=O)c2cccc3cccc1c23,i,-2,-1,-5,-1,i,-4,0,0
c1ccc(-c2cnn3c(-c4ccccc4)c(-c4ccccc4)nc3n2)cc1,i,0,-105,-95,-130,i,17,-20,i
O=C(NCC1CCCCC1)c1ccc2nc([C@H]3C[C@H](O)[C@@H](CO)O3)[nH]c2c1,i,4,2,-4,-5,i,-2,3,2
CCOC(=O)N1CC=C2C(C#N)=C(N)C(C#N)(C#N)[C@H](c3ccc(OC(C)C)c(OCC)c3)[C@H]2C1,i,2,-13,6,0,i,4,6,-24
COc1cccc(NC(=O)CSc2nc(N)cc(N)n2)c1,i,3,2,2,-9,i,-1,6,7
N#C/C(=C\c1cccs1)C(=O)Nc1ccccn1,i,-4,-6,3,-6,i,-3,7,0
CCOC(=O)CSc1nc(N)c(C#N)c(CC(C)C)c1C#N,i,-2,-2,1,-6,i,2,-11,-7
O=S(=O)(N/N=C/c1ccccc1F)c1ccccc1,i,2,0,-2,-4,i,1,4,-33
COc1cc(CNCCO)ccc1OCC(=O)Nc1ccc(Br)cc1,i,0,3,3,-5,i,-7,5,8
CCCNC(=O)c1cc(C2CCCCN2C(=O)c2ccc(OC)cc2)on1 (configuration not stated),i,-1,-1,0,-8,i,0,8,12
COc1ccccc1NS(=O)(=O)c1cc(NC(=O)c2ccncc2)ccc1N1CCCC1,i,4,3,-9,11,i,1,-2,27
NC1=NC(c2cccc(O)c2)n2c(nc3ccccc32)N1 (configuration not stated),i,1,-2,5,-5,i,2,14,-3
O=C(NCCN1C(=O)C2C3C=CC(C3)C2C1=O)N1CCCCC1 (configuration not stated),i,4,-2,-3,-7,i,-2,10,-8
O=C(c1ccco1)N1CCN(C(=O)c2ccccc2[N+](=O)[O-])CC1,i,3,0,-7,-7,i,4,-4,-6
Cn1cnnc1SCC(=O)Nc1ccc(N2CCOCC2)cc1,i,1,5,-6,-4,i,-4,6,-6
CCn1nnc2cc(C(=O)Nc3cc(OC)cc(OC)c3)ccc21,i,-2,3,-4,-4,i,-4,6,-12
CCN(CC)C(=O)C1CCCN(Cc2sccc2C)C1 (configuration not stated),i,1,-4,-4,-7,i,-7,1,-3
CN1CCN(S(=O)(=O)c2ccc(Br)c3nsnc23)CC1,i,-7,-2,2,-5,i,1,-2,7
COc1ccc(C)cc1NC(=O)NC1CC(=O)N(c2ccc3c(c2)OCCO3)C1 (configuration not stated),i,-5,-3,-2,-3,i,-6,-11,2
CCCCN1C2CCCC1CC(NC(=O)c1cccc(Cl)c1)C2 (configuration not stated),i,1,10,4,-8,i,3,0,9
CCc1ccc2c(c1)/C(=C/C(=O)c1cccs1)C(=O)N2,i,3,1,2,-1,i,4,21,8
COC(=O)CCSCc1cn2cc(Cl)ccc2n1,i,39*,2,9,-5,i,-5,-1,13
CC(=O)Nc1ccc(NC(=O)COC(=O)C2(c3ccc(Cl)cc3)CCCC2)cc1,i,1,-2,-17,17,i,-9,1,-16
O=C(Cc1ccccc1)NCC(=O)N1CCC2(CC1)NCCc1[nH]cnc12,i,0,-4,1,-9,i,-8,-2,6
O=C(Nc1cc(S(=O)(=O)N2CCOCC2)ccc1N1CCCC1)c1ccc2c(c1)S(=O)(=O)c1ccccc1C2=O,i,4,1,0,79*,i,15,12,15
Cc1ccsc1C(=O)Nc1ccc(O)c(-c2nc3ccccc3s2)c1,i,-31,-8,15,8,i,9,0,-20
CC(C)(C)C1CCc2c(sc3nc(SCC(=O)O)nc(N)c23)C1 (configuration not stated),i,3,9,-1,21,i,5,5,14
O=C(CSc1nc2ccccc2s1)Nn1cnnc1,i,-4,2,2,-6,i,2,-6,36
CCN(C(=O)COC(=O)Cn1c(=O)oc2ccccc21)c1c(N)n(Cc2ccccc2)c(=O)[nH]c1=O,i,1,4,-3,-8,i,6,11,0
Cc1ccc(S(=O)(=O)N2CCN(C(=S)NCC3CCCO3)CC2)cc1 (configuration not stated),i,3,-1,-3,-5,i,-4,-13,-123
OC(COC(c1ccc(F)cc1)c1ccc(F)cc1)CN1CCc2ccccc2C1 (configuration not stated),i,1,0,-4,11,i,-5,1,13
Cc1c(NC(=O)COC(=O)/C=C/c2cccc(Br)c2)c(=O)n(-c2ccccc2)n1C,i,0,0,-3,-8,i,2,5,-10
Cc1cccc(-c2cccc3nccn23)c1,.,-6,0,-5,-9,i,5,-8,5
Cc1cc(=O)n(CC(=O)NC2CC2)c2c1c(C)nn2-c1ccccc1,i,-3,-3,1,-2,i,1,11,4
Cc1nc2c(C)cccn2c(=O)c1NC(=O)c1ccc(Br)o1,i,-2,-8,4,-2,i,2,14,-3
CCN(CC)c1ccc2c(C)c(Cl)c(=O)oc2c1,.,-3,1,1,16,i,3,8,12
Cc1cc(C)cc(NC(=O)C2C3C=CC4(O3)C2C(=O)N(CCCN2CCCC2)C4C(=O)NC2CCCC(C)C2C)c1 (configuration not stated),i,0,-1,-1,-1,i,1,15,-1
CCC[n+]1c(C)sc2c(OC)ccc(OC)c21,i,-2,1,-4,-5,i,-2,26,-24
CC(C)C1Nc2c(C(=O)O)cccc2C(Nc2ccccc2C(=O)O)C1(C)C (configuration not stated),.,4,.,-16,-5,i,8,9,-12
COc1ccc(NC(=O)CC2C(=O)N(c3ccc(OC)cc3)C(=O)N2CCN2CCN(C)CC2)cc1 (configuration not stated),i,1,0,0,-9,i,-6,8,-2
O=C(Nc1ccccc1C(F)(F)F)c1cc(-c2cccc(O)c2)on1,i,-1,1,-2,1,i,6,14,-4
CC(NC(=O)c1ccc(S(=O)(=O)NCc2ccco2)cc1)c1ccc(F)cc1 (configuration not stated),i,-2,0,1,2,i,-7,8,-6
CC(=O)c1ccc(OC2(C)CCN(Cc3cc4ccccc4[nH]3)C2)cc1 (configuration not stated),i,-2,3,-1,-10,i,-1,-5,-10
COC(=O)c1[nH]c2cc(C)ccc2c1NC(=O)CN1CCCc2ccccc21,i,-2,-11,-5,-3,i,10,-19,7
CCOC(=O)Cn1nc(C)c(NC(=O)CCc2ccccc2)c1C,i,0,0,3,-5,i,0,-4,6
CCOC(=O)C1CCN(C(=O)COc2ccc(Cl)cc2Cl)CC1,i,3,-6,-1,9,i,3,4,-2
CCCS(=O)(=O)Nc1c(C(=O)O)[nH]c2ccccc12,.,1,9,-4,-7,i,1,6,-6
Nc1cc(C(F)(F)F)cc2c1SCC(=O)N2,i,-2,-2,3,-4,i,1,3,6

# Next results follow.
structure,Neddylation inh,Rin1-Abl PPI inh,MT1-MMP act inh,CSN inh,FAS-TE inh,Rpn11 block,NadD inh,SKN-1 block,MLLE-PAM2 inh
CC(=O)c1cccc(NC(=O)NC2CCCCCCC2)c1,i,1,0,-2,2,i,-5,-1,-9
Cc1cc(F)ccc1NCc1ccc([N+](=O)[O-])cc1,i,1,1,-5,25,i,-4,6,4
CCc1nnc(NC(=O)NC(C)(C)C)s1,i,-3,-1,3,-4,i,-2,0,-5
CN1CCN(c2ccc(S(=O)(=O)N3CCCCC3)cc2NC(=O)c2ccc(C#N)cc2)CC1,i,-2,4,-2,-9,i,-3,7,-1
C=C(C)CNC(=S)N/N=C/c1ccco1,i,-6,4,4,-4,i,-2,-13,15
S=C(Nc1ccc(Br)cc1)N1CCN(C2CCCCC2)CC1,i,2,2,-2,-3,i,-6,-25,-88
Cc1[nH]n(-c2ccccc2)c(=O)c1/C=C1\C=NN=C1c1ccccc1,i,2,2,-9,-6,i,4,5,13
N#Cc1ccccc1CN1C(=O)S/C(=C/c2cccn2-c2cccc(C(=O)O)c2)C1=O,i,-2,4,25,-29,i,15,24,-23
O=C(N/C=C\n1cnc2cc(C(F)(F)F)ccc21)c1ccc([N+](=O)[O-])cc1,i,-4,-1,0,43,i,-3,12,5
CC(OC(=O)c1ccc(Cl)c(S(=O)(=O)N2CCc3ccccc32)c1)C(=O)Nc1ncc(Cl)cc1Cl (configuration not stated),i,1,1,-7,20,i,2,-3,-21
O=C(CN1C(=O)NC2(CCCC2)C1=O)OCCOc1ccc(Cl)cc1Cl,i,-2,4,-3,2,i,-3,2,13
